Bioassay records deposited in PubChem BioAssay by The Scripps Research Institute Molecular Screening Center.
PAFAH1B2 FP inh – PAFAH1B2 (human) inhibition; recombinant PAFAH1B2, FP-rhodamine activity probe, fluorescence polarization; inhibition, % at 3.39 µM; 340,000 tested, 1.2% active; AID 492953;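 active = inhibition above the mean of all tested compounds plus 3 SD, cut at about 24% in these data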;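 also: 0% = enzyme with DMSO and 100% = wells lacking PAFAH1B2; many of its hits are not listed in these tables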
LYPLA1 inh – counter-screen for PME1 inhibitors: inhibitors of human LYPLA1 | inhibition, % at 5.9 µM | O75608 | 320,000 tested, 0.16% active | recombinant LYPLA1, FP-Rh probe fluorescence polarization;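 active = inhibition above the mean of all tested compounds plus 3 SD, set per campaign, cut at about 14% in these data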;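 also: inhibitors block serine hydrolase probe labeling of LYPLA1 so polarization falls; 0% = enzyme with DMSO and 100% = wells lacking LYPLA1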
EBNA-1 inh – blocks EBNA-1 binding to DNA. EBNA-1 DNA binding, fluorescence polarization. inhibition, % at 14.8 µM. 300,000 tested, 0.34% active. AID 1950; in the data active = inhibition above about 28%
ZTA counter – counter-screen for EBNA-1 inhibitors: inhibitors of Epstein-Barr virus ZTA | 320,000 tested, 0.15% active | ZTA-DNA binding, fluorescence polarization | inhibition, % at 11 µM | P03206; in the data active = inhibition above about 33%
LYPLA2 counter – blocks human lysophospholipase 2, a PME1 counter-screen; 320,000 tested, 0.38% active; inhibition, % at 5.9 µM; AID 2177; recombinant LYPLA2, FP-Rh probe fluorescence polarization;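 active = inhibition above the screen-wide mean plus 3 SD, limit set per campaign, cut at about 26% in these data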;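 also: 0% = LYPLA2 with DMSO and 100% = wells lacking LYPLA2 enzyme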
Target sequence (O95372 whole entry, looked up): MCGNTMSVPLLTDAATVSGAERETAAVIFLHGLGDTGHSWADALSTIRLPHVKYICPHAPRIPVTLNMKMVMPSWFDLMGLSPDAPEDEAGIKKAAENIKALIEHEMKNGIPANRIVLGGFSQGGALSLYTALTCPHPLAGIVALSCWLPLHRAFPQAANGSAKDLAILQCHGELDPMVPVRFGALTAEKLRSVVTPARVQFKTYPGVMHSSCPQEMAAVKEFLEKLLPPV
PREPL inhibitor – inhibitors of human prolyl oligopeptidase-like enzyme PREPL; Q4J6C6; recombinant PREPL, fluorescence polarization activity-based probe; inhibition, % at 5.96 µM; 320,000 tested, 0.68% active; AID 2751; in the data active = inhibition above about 43%;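 also: 0% = enzyme with DMSO and 100% = wells lacking enzyme; many of its hits are not listed in these tables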
Target sequence (Q4J6C6 whole entry, looked up): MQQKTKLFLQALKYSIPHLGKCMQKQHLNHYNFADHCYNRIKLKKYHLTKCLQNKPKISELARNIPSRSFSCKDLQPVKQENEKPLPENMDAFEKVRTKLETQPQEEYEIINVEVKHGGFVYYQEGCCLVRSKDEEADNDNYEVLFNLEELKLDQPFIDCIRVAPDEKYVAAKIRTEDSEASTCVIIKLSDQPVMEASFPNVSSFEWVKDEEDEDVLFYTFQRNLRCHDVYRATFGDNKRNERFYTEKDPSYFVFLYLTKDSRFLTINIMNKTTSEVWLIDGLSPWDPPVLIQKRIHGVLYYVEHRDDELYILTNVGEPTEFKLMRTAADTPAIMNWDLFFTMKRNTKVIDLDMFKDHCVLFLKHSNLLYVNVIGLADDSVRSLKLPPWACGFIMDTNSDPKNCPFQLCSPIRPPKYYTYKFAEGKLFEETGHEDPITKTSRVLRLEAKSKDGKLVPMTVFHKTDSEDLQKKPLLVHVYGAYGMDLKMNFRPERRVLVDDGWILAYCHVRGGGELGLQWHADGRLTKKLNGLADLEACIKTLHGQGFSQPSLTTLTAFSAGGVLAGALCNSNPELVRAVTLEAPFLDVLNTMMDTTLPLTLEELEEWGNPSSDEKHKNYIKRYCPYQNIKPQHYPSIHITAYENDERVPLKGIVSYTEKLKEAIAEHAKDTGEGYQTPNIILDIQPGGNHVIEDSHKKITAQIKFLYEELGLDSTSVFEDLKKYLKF
PAFAH2 inh – inhibitors of human PAFAH2. Q99487. recombinant PAFAH2, FP-rhodamine activity probe, fluorescence polarization. inhibition, % at 3.39 µM. 340,000 tested, 0.99% active. AID 492956;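 active = inhibition above the mean over all tested compounds plus 3 SD, cut at about 30% in these data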;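 also: inhibitors block probe labeling of enzyme so polarization drops; 0% = enzyme with DMSO and 100% = wells lacking PAFAH2 protein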
pPAFAH inh – pPAFAH (human) enzyme inhibition; AID 463082; recombinant pPAFAH, FP-rhodamine probe fluorescence polarization; 330,000 tested, 1.5% active; inhibition, % at 3.39 µM; Q13093;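 active = inhibition above the mean inhibition across the screen plus 3 SD, cut at about 25% in these data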;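 also: inhibitors block binding of the rhodamine activity-based probe so polarization drops; 0% = enzyme with DMSO and 100% = wells lacking pPAFAH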
PAFAH1B3 inh – blocks human PAF acetylhydrolase 1B catalytic subunit 3 | recombinant PAFAH1B3, FP-rhodamine probe, fluorescence polarization | Q15102 | inhibition, % at 3.39 µM | 340,000 tested, 0.28% active;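 active = inhibition above the screen-wide average of all tested compounds plus 3 SD, cut at about 25% in these data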;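 also: 0% = enzyme with DMSO only and 100% = wells lacking PAFAH1B3 protein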
Numbers without * were called inactive; · = no result given. An excerpt (hit frequency here may not be typical).

SMILES	PAFAH1B2 FP inh	LYPLA1 inh	EBNA-1 inh	ZTA counter	LYPLA2 counter	PREPL inhibitor	PAFAH2 inh	pPAFAH inh	PAFAH1B3 inh
O=C(CNC(=O)c1ccc(S(=O)(=O)N2CCCC2)cc1)N/N=C/c1ccccc1	6.0	2.0	3.4	-8.5	2.1	7.9	-4.9	5.5	-2.4
CCOC(=O)C1=C(C)NC(=O)C1CC(=O)Nc1ccccc1 (stereo not given)	·	-1.8	11.9	4.1	-3.8	9.6	·	1.2	·
Cc1ccc(OCC(=O)Nc2nnc(S(=O)(=O)N3CCCCCC3)s2)cc1	3.1	0.0	6.8	1.4	4.7	-5.0	10.7	2.7	7.3
O=C(c1ccc(N2CCCC2)c([N+](=O)[O-])c1)N1CCN(S(=O)(=O)c2ccc(Cl)cc2)CC1	14.4	-3.2	-15.7	3.0	2.8	6.3	6.1	13.2	7.2
Cc1ccc2nc3c(cc(C(=O)NCc4ccco4)c(=N)n3C3CCCC3)c(=O)n2c1	4.8	-1.8	5.0	1.8	-1.1	8.4	1.6	7.6	9.6
O=C(Cc1ccc(Cl)cc1)Nc1ccc(S(=O)(=O)N2CCOCC2)cc1	2.4	2.8	2.9	-12.9	7.2	-3.4	0.4	-2.8	-1.1
CCOC(=O)C1(CC2CCCCO2)CCN(Cc2cccnc2)CC1 (stereo not given)	5.9	2.5	-4.1	-0.2	-1.1	7.2	1.9	-1.4	12.4
CCOP(=O)(O)c1ccccc1OCCCCCOc1ccccc1P(=O)(O)OCC	-1.1	1.6	0.3	-0.8	4.8	3.6	-5.1	5.7	0.5
Cc1cccc(C)c1NC(=O)Nc1ccccc1-n1ccnc1	-0.4	-2.6	13.3	6.2	5.5	0.4	8.4	5.5	1.1
NC(=O)c1ccc(=O)n(Cc2ccc(F)c(F)c2)c1	-3.8	0.8	-16.7	-14.5	-1.2	-1.0	5.0	-3.5	4.9
O=S(=O)(NC1CC1)c1ccc(S(=O)(=O)N2CCCc3ccccc32)cc1	1.7	-0.7	7.1	7.3	-3.6	-0.2	0.1	12.0	-2.2
CCOC(=O)c1ccc(N(C(=O)c2ccco2)C(C(=O)NC2CCCC2)c2ccncc2)cc1 (stereo not given)	1.4	-4.4	0.5	-6.5	1.9	9.6	-3.3	2.1	-1.5
O=C(Nc1ccccc1-c1nnn(CC(=O)N2CCCc3ccccc32)n1)c1cccc(Cl)c1	·	1.2	2.8	0.5	0.6	3.5	·	2.3	·
O=C(COC(=O)c1ccc2c(c1)OCCO2)Nc1cccc(S(=O)(=O)N2CCOCC2)c1	4.4	3.8	-13.9	-12.5	2.8	71.6*	64.8*	4.4	-0.1
Cc1csc(=O)n1CCC(=O)O	0.2	3.7	-6.3	0.1	-2.9	-9.6	3.7	-1.5	3.7
CCC(C)[C@H](NC(=O)N1CC(=O)Nc2ccccc21)C(=O)N[C@@H](Cc1c[nH]c2ccccc12)C(=O)O (stereo not given in full)	1.1	-0.4	-4.0	1.4	6.3	1.9	3.4	-2.4	6.2
COc1ccccc1/C(C)=N/NC(=S)NCc1ccccc1	3.0	-1.8	6.6	2.8	5.2	-3.2	5.2	-0.7	7.9
CC[N+](C)(CC)CCC(c1ccccc1)C1CCCCC1 (stereo not given)	3.8	-1.0	2.5	-3.6	-2.6	7.3	-3.0	1.7	2.5
N#Cc1c(NC(=O)C2C3C=CC(C3)C2C(=O)O)sc2c1CCCCC2 (stereo not given)	14.8	2.9	9.5	10.8	9.2	1.2	6.8	5.8	11.2
Cc1cc(Nc2nnnn2-c2ccccc2)n(-c2ccccc2)n1	2.7	0.6	4.2	2.0	6.6	19.1	-0.9	6.8	15.0
O=C(OCc1nc2ccsc2c(=O)[nH]1)c1cc(Br)c(Br)s1	2.9	-4.6	-6.3	-4.0	-4.9	-5.3	3.6	-4.2	-0.5
COC(=O)[C@H](C)NC(=O)Nc1cc(Cl)ccc1C	3.3	-1.2	13.0	-7.5	0.2	14.8	-5.1	0.2	-0.9
COCC1CCCCN1C(=O)c1ccc2oc(CCc3ccccc3)nc2c1 (stereo not given)	-0.8	-4.3	1.8	8.3	-5.0	14.0	5.8	-1.5	3.1
O=C(O)CCC(=O)NNC(=O)c1cccc(Br)c1	-0.7	-0.5	-6.9	-4.4	-0.9	-3.9	-3.7	2.6	-2.5
CC(=O)Nc1sc(C)c(C)c1C(=O)OCCOc1ccccc1	-0.6	1.1	0.8	-5.2	4.4	22.9	-7.7	11.7	11.2
Cc1noc(C)c1CSCC(=O)Nc1ccc(S(C)(=O)=O)cc1	0.9	-2.6	·	-2.3	-4.9	0.3	-1.9	-0.5	6.0
Cc1ccc(NC(=S)Nc2ccc(OC(F)F)c(Cl)c2)cc1F	7.1	-1.3	-3.8	-3.8	-0.8	-0.9	-27.4	6.8	-5.4
CCNc1nc(Oc2ccccc2)nc(OC(C)C(=O)OCC)n1 (stereo not given)	-3.7	0.6	-5.5	-7.3	1.3	-0.2	-9.1	3.7	1.9
COC(=O)c1ccc(CN2CCC(CO)(Cc3ccc(OC)cc3)CC2)cc1	-1.7	7.2	1.5	-5.0	1.9	-4.9	-1.1	1.7	4.4
CCS(=O)(=O)N1N=C(c2ccc(NS(C)(=O)=O)cc2)CC1c1ccccc1 (stereo not given)	-15.3	0.8	6.3	-9.8	2.9	-3.9	-23.5	-5.8	-7.6
CC(Sc1nc2scc(-c3ccccc3)c2c(=O)[nH]1)C(=O)NC(N)=O (stereo not given)	4.0	-3.7	-1.2	10.7	-6.2	13.1	1.4	1.5	-2.1
Cc1c(C(=O)OC(C)C)sc(NC(=O)C2CCCO2)c1C(=O)OC(C)C (stereo not given)	0.4	-1.6	-3.0	-11.0	1.6	8.5	1.4	4.0	5.5
O=C(OC(C(=O)NCc1ccccc1)c1ccccc1F)c1ccco1 (stereo not given)	5.9	-0.4	9.0	6.7	-2.7	6.0	-1.5	0.0	1.0
CCC(=O)c1c(NC(C)C)cc(C)oc1=O	-2.6	0.1	-4.2	15.1	-2.6	0.1	3.5	3.8	1.7
N#CCCN(C(=S)NC(=O)C1CCCCC1)c1ccccc1F	5.4	·	·	·	·	7.6	-2.7	2.9	4.6
O=C(Nc1ccc(Br)cc1)c1ccco1	0.5	0.1	1.6	-6.1	6.7	-10.2	6.2	1.1	-6.0
COc1cc(NS(=O)(=O)N2CCCC2)cc(OC)c1OC	-2.6	-8.4	9.9	11.4	-2.5	5.2	5.4	8.1	9.2
CC(C)(C)NC(=O)c1ccc(NC(=O)C2COc3ccccc3O2)cc1 (stereo not given)	-1.0	-0.7	13.6	5.2	0.0	-3.4	0.5	0.4	3.2
COC(=O)c1ccccc1NC(=O)C1CCN(C(=O)N2CCOc3ccccc32)CC1	2.0	0.1	-0.2	-14.3	1.9	15.0	5.0	0.7	10.1
CCC(C)(C)NC(=O)CN(C(=O)c1csnn1)c1cccc2c1CCCC2	1.5	-1.4	-1.8	8.4	3.1	7.0	-1.4	0.1	9.5
Cc1cccc(N(C(=O)CNC(=O)c2ccco2)C(C(=O)NC2CCCC2)c2ccncc2)c1 (stereo not given)	4.4	-0.8	3.3	9.6	-2.8	3.0	3.8	-1.1	2.4
CCCOc1ccccc1N/C(=N/c1nc(C)cc(C)n1)NC(=O)Nc1ccc(Cl)cc1	2.2	-3.5	0.0	9.3	-13.2	1.2	-8.9	-1.9	2.8
COc1ccc(C)cc1NC(=O)NCCC1=CCCCC1	5.9	-1.6	-6.4	-9.0	1.1	3.7	2.5	8.0	3.6
COc1ccc(CNC(=O)CN(c2ccc(OC)cc2)S(=O)(=O)c2c(C)[nH]c(=O)[nH]c2=O)cc1	4.0	-1.0	2.8	-6.3	-4.1	7.9	-3.7	1.5	1.5
Cc1ccc(C)c(NC(=S)NNC(=O)c2sccc2C)c1	-3.5	2.2	4.3	4.8	-2.0	3.6	-6.1	8.5	-2.7
O=C(CCc1nnc(-c2ccccc2)o1)c1ccc(Cl)cc1	-1.4	-0.7	5.9	-2.6	-1.6	9.3	-1.5	2.6	8.4
N#Cc1cc(C#N)c(SCC(=O)NCC2CCCO2)nc1N (stereo not given)	0.1	-1.8	-5.5	8.6	2.3	2.7	4.9	1.8	-3.5
CSc1ccccc1C(=O)NCC(c1ccco1)N(C)C (stereo not given)	4.0	-1.4	-7.3	-4.1	-0.5	0.7	-1.9	7.5	7.9
CCC(C)N(C(=O)Cn1c(Cl)nc2c1c(=O)n(C)c(=O)n2C)C1CCS(=O)(=O)C1 (stereo not given)	-4.7	4.0	-3.1	1.8	11.7	9.2	6.3	2.1	-4.7
O=C(Nc1ccc(-c2cnco2)cc1)c1ccccc1	3.7	2.3	5.8	-8.4	4.0	6.7	1.8	1.7	3.8
Cc1ccc(S(=O)(=O)N2CCCN(S(=O)(=O)c3ccc4ccccc4c3)CC2)cc1	-0.5	-2.0	1.0	-15.4	3.2	-12.0	-0.3	7.8	5.0
O=c1c2cnn(-c3ccccc3)c2nc(-c2cccs2)n1-c1cccc(Cl)c1	-1.4	-8.5	1.0	2.7	1.4	-4.7	0.3	6.3	-6.2
CCCNC(=O)NC(C(=O)OC)C12CC3CC(CC(C3)C1)C2 (stereo not given)	10.5	6.8	-0.3	5.8	8.7	1.6	0.9	-0.2	-4.1
CCc1c(C(=O)Nc2ccc(OC)c(Cl)c2)[nH]c(C)c1C(C)=O	-0.2	-14.2	-7.1	3.0	-7.2	28.2	2.8	5.3	9.1
COc1ccc(-n2nc(C(=O)NCC(=O)NCC3COc4ccccc4O3)c3ccccc3c2=O)cc1 (stereo not given)	-3.3	-2.2	-12.2	6.7	-8.0	2.2	-9.9	-4.2	0.3
O=C(Nc1ccc(F)c(F)c1)c1ccc(-n2cncn2)c([N+](=O)[O-])c1	-2.0	2.0	·	6.5	-8.1	14.6	-4.2	1.9	8.8
CCN(CC)C(=O)c1ncn(C)c1C(=O)N(CC)CC	5.8	·	·	·	·	10.1	8.9	3.5	9.8
Cc1ccc(S(=O)(=O)N(CC2CO2)c2cc(Cl)ccc2Cl)cc1 (stereo not given)	2.4	2.5	-0.5	-11.0	4.3	-1.8	2.6	5.5	7.8
CC(=O)N1N=C(c2ccccc2)OC1(C)CC(=O)Nc1ccccc1 (stereo not given)	4.6	6.2	-0.1	-3.0	3.2	-6.9	5.6	-1.1	-0.2
Cn1ncc2c(=O)[nH]cnc21	-0.5	2.5	-5.6	-11.2	-3.4	2.1	-0.3	-0.6	4.0
CCOC(=O)C1CCCN(C(=O)c2cccc(S(=O)(=O)N3CC(C)OC(C)C3)c2)C1 (stereo not given)	1.0	-0.2	-4.6	1.9	9.5	13.4	-2.2	-1.3	8.1
COc1ccc(NC(=O)c2coc(C)c2)cc1	6.3	-2.3	-2.0	-6.8	-0.1	2.7	0.9	-3.2	0.2

Entries of single compounds from above:
Profile of CCOP(=O)(O)c1ccccc1OCCCCCOc1ccccc1P(=O)(O)OCC → PAFAH1B2 FP inh = -1.1; LYPLA1 inh = 1.6; EBNA-1 inh = 0.3; ZTA counter = -0.8; LYPLA2 counter = 4.8; PREPL inhibitor = 3.6; PAFAH2 inh = -5.1; pPAFAH inh = 5.7; PAFAH1B3 inh = 0.5
Profile of CCC(C)[C@H](NC(=O)N1CC(=O)Nc2ccccc21)C(=O)N[C@@H](Cc1c[nH]c2ccccc12)C(=O)O (stereo not given in full) → PAFAH1B2 FP inh = 1.1; LYPLA1 inh = -0.4; EBNA-1 inh = -4.0; ZTA counter = 1.4; LYPLA2 counter = 6.3; PREPL inhibitor = 1.9; PAFAH2 inh = 3.4; pPAFAH inh = -2.4; PAFAH1B3 inh = 6.2
